LYP phosphatase – inhibitors of LYP phosphatase, biochemical, fluorescence intensity, uHTS (AID 1779); Tyrosine-protein phosphatase non-receptor type 22 (Homo sapiens); recombinant LYP phosphatase, fluorescence intensity; higher % means a stronger effect; inhibition, % at 11.5 µM; hits with a dose series show IC50 in µM; 0.054% of 290,000 active; in the data active means inhibition above about 50%;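 further: plate controls were vehicle with enzyme for no effect and no enzyme for full effect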
GPR35 antagonists – GPR35 antagonists blocking zaprinast-driven arrestin recruitment, primary screen, imaging, U2OS, beta-arrestin-GFP, zaprinast agonist (AID 2058) | G-protein coupled receptor 35 (Homo sapiens) | U2OS GPR35 beta-arrestin-GFP translocation imaging, zaprinast antagonism; higher % means a stronger effect | inhibition, % at 10 µM; hits with a dose series show IC50 in µM | 0.052% of 290,000 active;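 active means inhibition of at least 50% with at least 30 cells and total cytoplasm GFP at most 10,000,000; inconclusive means under 30 cells or total GFP of 10,000,000 plus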
West Nile virus CPE – West Nile virus antiviral activity, cell-based, CPE readout (AID 1621) | West Nile virus-infected cells, CPE inhibition; higher % means a stronger effect | one-dose CPE inhibition, % at 10 µM; IC50 in µM for titrated hits | 0.02% of 290,000 active; in the data active means a potency from the dose series; inconclusive means CPE inhibition mostly from about 3.7% at the one dose, without a potency; inactive means the rest, 99 in 100 with CPE inhibition below about 2.2%; further: strong numbers were not always called active
CSM14.1 death rescue – rescue of cells from ER stress-induced death, primary screen, 384-well, CSM14.1, thapsigargin, ATP luminescence (AID 1222). CSM14.1 thapsigargin-induced death rescue, ATP luminescence; higher % means a stronger effect. cellular ATP content (survival), % at 20 µM; hits with a dose series show EC50 in µM. 190,000 tested, under 10 active;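 active means EC50 below 50 µM in the dose-response confirmation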;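 further: death triggered by thapsigargin at about 15 µM added after 2 h compound pretreatment; cell ATP read after overnight thapsigargin exposure of roughly 18 to 22 hours; normalized against plate controls of thapsigargin alone and 5% DMSO vehicle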
RSV antiviral HEp-2 – RSV antiviral activity via CPE protection, HEp-2 cells, primary 10 µM value included (AID 2391); HEp-2 cells, RSV-induced CPE inhibition; higher % means a stronger effect; CPE inhibition, % at 10 µM, or IC50 in µM where a hit was titrated; 0.13% of 310,000 active; in the data active means a potency from the dose series; inconclusive means CPE inhibition mostly from about 23% at the one dose, without a potency; inactive means the rest, 99 in 100 with CPE inhibition below about 21%; further: strong numbers were not always called active
Salmonella PhoP GFP – inhibitors of PhoP regulon expression, primary screen, Salmonella Typhimurium, GFP reporter (AID 1863) | one-dose inhibition, % at 50 µM; IC50 in µM for titrated hits | 0.16% of 300,000 active | S. Typhimurium PhoP-regulated promoter GFP reporter, 4 h; higher % means a stronger effect;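 active means inhibition over 29.93%, a cutoff 3 SD above the screen mean, later confirmed by dose response; inconclusive means inhibition over 29.93% but no dose response follow-up; inactive means inhibition at most 29.93% or unconfirmed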;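 further: 0% = low Mg2+ inducing control and 100% = high Mg2+ repressing control; strong numbers were not always called active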
Dengue-2 NS5 capping – Dengue-2 NS5 methyltransferase inhibitors, primary screen, biochemical, confirmation dose response (AID 588689) | Dengue-2 NS5 methyltransferase capping enzyme assay, biochemical; higher % means a stronger effect | Genome polyprotein (Dengue virus type 2 (strain 16681-PDK53)) | one-dose inhibition, % at 25 µM; IC50 in µM for titrated hits | 0.3% of 340,000 active; in the data active means a potency from the dose series; inconclusive means inhibition above about 29% without an active follow-up result
MgcRacGAP inhibition – MgcRacGAP GTPase-activating activity inhibitors, confirmation, biochemical, ADP Hunter fluorescence. Rac GTPase-activating protein 1 (Homo sapiens). AID 624330, 2012. 0.6% of 340,000 active. inhibition, % at 30 µM, or IC50 in µM where a hit was titrated. MgcRacGAP-stimulated Rac1 GTP hydrolysis, ADP Hunter fluorescence; higher % means a stronger effect; GST-tagged Rac1 F28L mutant substrate;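 active means first-screen hits whose inhibition reached a set limit at any dose in the follow-up dose series; inconclusive means inhibition above the set first-screen limit but never retested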;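 further: fluorescence reports GDP produced by GAP-driven GTP hydrolysis; strong numbers were not always called active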
Large T inhibition – SV40 large T antigen inhibitors, biochemical (AID 1903); SV40 large T antigen ATPase/helicase inhibition assay; higher % means a stronger effect; inhibition, % at 20 µM; hits with a dose series show IC50 in µM; 0.39% of 310,000 active; in the data active means a potency from the dose series; inconclusive means inhibition mostly from about 32% at the one dose, without a potency; inactive means the rest, 99 in 100 with inhibition below about 32%; further: strong numbers were not always called active
Active calls of the source: *; u = inconclusive; x = no result given.

molecule,LYP phosphatase,GPR35 antagonists,West Nile virus CPE,CSM14.1 death rescue,RSV antiviral HEp-2,Salmonella PhoP GFP,Dengue-2 NS5 capping,MgcRacGAP inhibition,Large T inhibition
CC1CC(=S)Nc2ccccc2S1 (stereo not drawn),4%,-4%,0.1%,2.0%,1.2%,2%,-6%,5%,8%
Cc1ccc(N2CC(C(=O)NC3CC3)CC2=O)cc1 (stereo not drawn),-17%,5%,0.3%,x,0.0%,0%,-2%,-3%,-3%
Cc1cc(NC(=O)CCN2CCN(C)CC2)ccc1Br,-11%,-3%,-0.4%,x,0.0%,4%,3%,11%,4%
O=c1c(Br)c(Br)cnn1-c1ccccc1,-6%,4%,-1.8%,-3.5%,x,34%,-14%,5%,9%
Cc1cc(C)c(NC(=O)CN2C(=O)NC3(CCOc4ccccc43)C2=O)c(C)c1 (stereo not drawn),-2%,5%,-0.3%,2.6%,0.7%,16%,0%,10%,-9%
Cc1cc(N2CCN(C)CC2)nc(-c2ccccc2O)n1,-4%,-10%,0.1%,x,-1.8%,4%,-16%,13%,16%
O=C(CCn1cccc(C(F)(F)F)c1=O)Nc1cccc(C(F)(F)F)c1,-6%,7%,-0.9%,x,x,-7%,x,x,-3%
N=C1c2ccccc2CN1NC(=O)CC12CC3CC(CC(C3)C1)C2,10%,5%,-1.1%,-2.1%,-0.5%,-5%,-6%,1%,4%
CCC(CC)C(=O)Nc1cc([N+](=O)[O-])ccc1Cl,-2%,1%,-0.4%,2.5%,0.0%,-9%,-5%,13%,7%
Cc1cc(CN(C)C(=O)c2ccc(OC3CCN(Cc4ccccn4)CC3)cc2)on1,-8%,-2%,-0.5%,x,-1.3%,2%,-8%,-8%,13%
CCNC(=S)NC(=NCc1cccnc1)Nc1nc(C)cc(C)n1,-2%,-5%,-0.7%,x,1.3%,5%,2%,2%,3%
CCOC1=C/C(=C/c2c(N)n3nc(S(=O)(=O)CC)sc3nc2=O)C=CC1=O,-6%,-5%,0.5%,0.4%,2.4%,1%,-8%,80µM*,37%
O=C1CCCN1CC(CN1CCOCC1)Sc1nc2ccccc2c(=O)n1-c1ccccc1 (stereo not drawn),-3%,10%,x,0.9%,x,x,-8%,-5%,x
COCCNC(=O)C(c1ccc(O)cc1)N(Cc1ccco1)C(=O)CCC(=O)Nc1ccccn1 (stereo not drawn),-18%,6%,0.6%,x,3.4%,3%,16%,8%,3%
CCOc1ccc(CN(C)CC(O)COC(c2ccc(OC)cc2)c2ccc(OC)cc2)cc1 (stereo not drawn),1%,-20%,-0.8%,x,22%,3%,-2%,10%,10%
CCOC(=O)c1sc(NC(=O)CSc2nc3c(c(=O)n2-c2ccc(F)cc2)SCC3)c(C(=O)OCC)c1C,-4%,-1%,-0.2%,1.5%,x,3%,x,x,-14%
CCC(C)(C)NC(=O)C(c1ccncc1)N(Cc1ccc(C)cc1)C(=O)c1csnn1 (stereo not drawn),0%,-12%,-0.7%,0.1%,0.6%,5%,7%,3%,-2%
Cc1ccc(N2C(=O)c3ccccc3C(C)(C)C2=O)cc1,-14%,22%,0.1%,x,0.9%,5%,x,7%,1%
COc1ccc(C(=O)NC2CCCc3c2cnn3-c2cccc(C)c2C)c(OC)n1 (stereo not drawn),-1%,-13%,0.4%,x,u,10%,-9%,7%,11%
c1ccc(CN2CCN(CCOCCOc3ccc4c(c3)CCC4)CC2)cc1,-4%,-6%,-0.3%,-0.4%,-1.5%,1%,1%,54µM*,7%
COc1ccc(C(=O)CC(=O)C(=O)Nc2c(C)cccc2C)cc1,-5%,6%,-1.1%,x,3.4%,11%,-6%,8%,4%
O=C1C=CC(=O)N1Cc1ccccc1,-8%,5%,-0.1%,x,-2.2%,-7%,-6%,5%,14%
CCOC(=O)C1(CCOc2ccccc2)CCN(Cc2ccc(OCC)c(CO)c2)CC1,x,x,-1.3%,x,13%,0%,-8%,8%,11%
CC1CCN(c2ccc3nnc(CCC(=O)Nc4ccc(F)c(F)c4)n3n2)CC1,-1%,-5%,-0.7%,x,13%,-7%,-3%,1%,11%
CCOc1ccc(NC(=O)CN(C)C(=O)c2ccccc2SCc2c(C)noc2C)cc1OCC,x,x,x,x,0.7%,0%,-6%,6%,2%
CCN(Cc1ccccc1)S(=O)(=O)c1ccc(C(=O)N2CCN(c3nc4ccccc4s3)CC2)cc1,-1%,2%,-1.6%,-3.0%,u,8%,-4%,7%,3%
CCOC(=O)N1CCN(C(=O)CSc2ccc(Cl)cc2)CC1,-1%,5%,-0.1%,3.6%,2.6%,11%,-36%,11%,5%
CC1CCC(NC(=O)c2nn(C)c3c2CS(=O)(=O)c2ccccc2-3)CC1 (stereo not drawn),-11%,-16%,0.7%,x,3.5%,1%,-4%,6%,11%
COc1ccc(CNC(=O)COC(=O)c2ccc(F)c(S(=O)(=O)N3CCCCC3)c2)cc1OC,-7%,5%,0.2%,x,0.6%,-13%,-6%,4%,x
CCc1noc(C)c1C(=O)NC1CCCc2c1cnn2-c1cc(C)cc(C)c1 (stereo not drawn),-17%,-3%,0.0%,x,15%,3%,-4%,8%,0%
OC(CN1CCN(c2ccccc2)CC1)Cn1c2ccccc2c2ccccc21 (stereo not drawn),-3%,12%,-0.4%,2.4%,20%,9%,-12%,8%,5%
Fc1ccc(CN2C3=NCCN3c3ccccc32)cc1,-4%,-10%,-0.4%,x,1.1%,5%,7%,12%,7%
O=C(Nc1nnc(Cc2ccc(Cl)cc2)s1)c1ccco1,-5%,-5%,-0.2%,-3.0%,5.1%,1%,1%,2%,2%
O=C(/C=C/c1ccc[nH]1)c1ccccc1,4%,8%,-0.2%,-0.4%,0.2%,3%,-13%,5%,12%
NS(=O)(=O)c1ccc(NCc2cc(Cl)ccc2OCc2ccccc2F)cc1,-3%,15%,-0.5%,-1.3%,-3.1%,11%,-7%,-5%,-2%
Cn1nnnc1SCC(=O)Nc1ccc(Oc2ccc(Cl)cc2)cc1,-1%,2%,1.4%,-0.5%,0.8%,-7%,-2%,3%,-4%
COc1ccc(OC)c(C(C)NC(=S)Nc2ccc(S(=O)(=O)Nc3ncccn3)cc2)c1 (stereo not drawn),-8%,-7%,0.3%,x,1.5%,-1%,-3%,7%,18%
COc1cc(NC(=O)c2ccccc2)ccc1NC(=O)c1cc2ccccc2o1,-15%,4%,-0.3%,x,1.1%,3%,-10%,10%,0%
CCC1(C)Cc2ccccc2-c2[nH][nH]c(=O)c21 (stereo not drawn),-7%,-5%,-0.7%,-4.4%,0.5%,-17%,-1%,7%,7%
NS(=O)(=O)c1ccc(CNC(=O)/C=C/c2ccccc2)cc1,-1%,19%,0.2%,-0.4%,0.1%,-7%,0%,11%,14%

Part of the list above, with values under each structure:
Under each structure – LYP phosphatase, GPR35 antagonists, West Nile virus CPE, CSM14.1 death rescue, RSV antiviral HEp-2, Salmonella PhoP GFP, Dengue-2 NS5 capping, MgcRacGAP inhibition, Large T inhibition
Fc1ccc(CN2C3=NCCN3c3ccccc32)cc1
    -4%, -10%, -0.4%, x, 1.1%, 5%, 7%, 12%, 7%
O=C(Nc1nnc(Cc2ccc(Cl)cc2)s1)c1ccco1
    -5%, -5%, -0.2%, -3.0%, 5.1%, 1%, 1%, 2%, 2%

Further results
molecule,LYP phosphatase,GPR35 antagonists,West Nile virus CPE,CSM14.1 death rescue,RSV antiviral HEp-2,Salmonella PhoP GFP,Dengue-2 NS5 capping,MgcRacGAP inhibition,Large T inhibition
COC(=O)c1ccc(Sc2ccccc2NS(=O)(=O)c2ccc(OC)cc2)nc1,-4%,1%,-0.8%,-1.7%,2.7%,-8%,4%,7%,8%
CN(C)c1ccc(/C=N/NC(=O)CN(c2ccccc2Cl)S(C)(=O)=O)cc1Br,0%,7%,0.1%,-1.2%,9.8%,-10%,-5%,11%,7%
CC1CCN(C2(O)C(=O)Nc3ccc(Br)cc32)CC1 (stereo not drawn),2%,-9%,0.9%,-0.4%,1.6%,10%,1%,-3%,2%
O=C(O)c1cc(-c2ccc3ccccc3c2)nc2ccc(F)cc12,-2%,5%,-1.0%,x,19µM*,-7%,5%,0%,11%
O=C(c1ccc(-c2cccc(C(F)(F)F)c2)o1)N1CCCC(C(F)(F)F)C1 (stereo not drawn),x,x,x,x,15%,0%,-1%,4%,6%
CCC(C)[C@H]1COCCS(=O)(=O)N1Cc1ccc(C)cc1 (stereo partly drawn),-1%,1%,0.1%,x,-2.3%,-4%,7%,9%,3%
CCc1ccc(NC(=O)C2CCN(S(=O)(=O)c3cnc[nH]3)CC2)cc1,-8%,-1%,0.5%,x,1.7%,-11%,-2%,-1%,8%
CC(=O)CCC(=O)N1CCCC(N2CCN(c3cccc(Cl)c3)CC2)C1 (stereo not drawn),-6%,6%,-0.3%,x,-0.1%,13%,0%,3%,17%
COc1ccc(-c2cc(N)n(S(=O)(=O)c3ccc(F)cc3)n2)cc1OC,-10%,-2%,-0.6%,0.5%,-0.1%,-2%,-2%,9%,12%
CCOC(=O)c1n[nH]c2ccccc12,-7%,-2%,x,1.2%,1.0%,15%,0%,0%,-4%
CC1(C)Cc2ccccc2C(/C(=N/O)C(N)=O)=N1,-7%,4%,-0.2%,3.2%,1.2%,-15%,-3%,7%,9%
O=C(Nc1cc2ccccc2oc1=O)c1ccccc1,-9%,14%,-0.5%,-1.4%,1.1%,-7%,x,x,7%
CC(=O)/C=C(\C)Nc1c(C)n(C)n(-c2ccccc2)c1=O,-4%,-4%,1.5%,-1.1%,2.1%,-2%,8%,3%,8%
O=S1(=O)CC(N2CCCCC2)C(N2CCCCC2)C1 (stereo not drawn),-5%,-12%,0.0%,0.7%,0.2%,-2%,-9%,6%,7%
Cc1cccc(/C=N\Nc2cn[nH]c(=O)c2Cl)c1,-1%,20%,2.2%,-0.1%,-3.4%,-5%,-5%,10%,7%
CC1=Nn2c(nc3sc4c(c3c2=O)CCCC4)SC1,-4%,-8%,-1.1%,-5.0%,2.5%,-3%,-7%,7%,6%
CC(C(=O)N(C)C1CCS(=O)(=O)C1)N1C(=O)/C(=C/c2ccc(F)cc2)SC1=S (stereo not drawn),-4%,18%,u,x,0.9%,4%,-3%,-12%,16%
CCN(C(=O)COC(=O)CSc1cc(C)c2ccccc2n1)c1ccccc1,x,x,x,x,-1.1%,6%,4%,4%,12%
Cc1cccc(NC(=O)CCn2ccnc2C)c1,-7%,10%,0.2%,-2.3%,0.5%,5%,-6%,8%,4%
